# TRHR enhancer – qHTS for Small Molecule Agonists and Allosteric Enhancers of Human TRH Receptor: Primary Screen for Enhancers | Thyrotropin-releasing hormone receptor (Homo sapiens), P34981 | TRHR cells, fluo-8 calcium fluorescence, EC20 TRH enhancement | enhancement, % at 2 µM | 0.66% of 360,000 active | AID 493056, 2011; in the data active = enhancement above about 30%; note: 0% is about no effect
# Target sequence (P34981 whole entry, looked up): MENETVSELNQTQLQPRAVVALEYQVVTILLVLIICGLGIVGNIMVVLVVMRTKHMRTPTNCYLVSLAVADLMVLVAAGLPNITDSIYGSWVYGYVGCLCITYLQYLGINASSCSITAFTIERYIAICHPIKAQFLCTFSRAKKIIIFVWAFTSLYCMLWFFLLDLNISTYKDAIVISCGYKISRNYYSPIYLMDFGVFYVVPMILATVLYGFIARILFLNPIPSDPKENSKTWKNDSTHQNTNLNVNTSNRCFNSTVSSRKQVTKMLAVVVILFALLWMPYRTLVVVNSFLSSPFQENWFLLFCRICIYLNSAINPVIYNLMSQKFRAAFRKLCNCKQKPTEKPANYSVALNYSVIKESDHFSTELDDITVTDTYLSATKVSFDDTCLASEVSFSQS
#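 Enhancer read-out: after compound pinning and an initial kinetic agonist-mode read, an EC20 of TRH (10 nM final) was injected and fluo-8 calcium signal (Ex 480/Em 530) followed at 1 s/cycle for 100 cycles in TRHR-expressing cells.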
# D2 agonist – HTS Assay for Allosteric Agonists of the Human D2 Dopamine Receptor: Primary Screen for Agonists; 0.53% of 340,000 active; activation, % at 2 µM; D(2) dopamine receptor (Homo sapiens), P14416; HEK293 T-REx D2 cells, calcium flux agonist mode;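 active = activation over 3 SD above normal in the single-dose calcium agonist read, cut at about 30% in these data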; note: 0% is about no effect
#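 In this primary screen, compounds producing a positive calcium signal within 180 s of addition to tetracycline-induced, force-coupled HEK293 Trex D2 cells are flagged; cells are dye-loaded with a no-wash calcium kit beforehand.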
# D1 antagonist – Antagonist of Human D 1 Dopamine Receptor: qHTS | D(1A) dopamine receptor (Homo sapiens), P21728 | activity change, negative = inhibition, % at 10 µM | HEK293 TREx D1 cells, calcium flux, dopamine EC80; active compounds read low | 3.2% of 360,000 active; in the data active = activity change below about -30%; note: % is set by controls: 0 for no effect and ±100 for the full control effect
# Target sequence (P21728 whole entry, looked up): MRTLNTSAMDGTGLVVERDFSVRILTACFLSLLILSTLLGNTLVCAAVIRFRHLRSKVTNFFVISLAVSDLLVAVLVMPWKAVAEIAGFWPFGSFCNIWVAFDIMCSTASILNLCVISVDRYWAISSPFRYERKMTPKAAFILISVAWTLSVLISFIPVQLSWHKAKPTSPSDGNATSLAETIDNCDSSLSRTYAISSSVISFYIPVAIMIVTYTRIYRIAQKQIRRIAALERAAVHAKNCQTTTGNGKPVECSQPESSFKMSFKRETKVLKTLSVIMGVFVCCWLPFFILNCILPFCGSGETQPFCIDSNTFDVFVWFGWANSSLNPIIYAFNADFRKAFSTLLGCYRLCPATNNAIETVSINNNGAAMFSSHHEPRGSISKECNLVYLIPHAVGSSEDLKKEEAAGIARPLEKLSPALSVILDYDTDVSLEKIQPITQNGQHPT
#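 Kinetic fluorescence of a calcium dye serves as the read-out. D1-expressing Hek293 Trex cells, induced overnight at 30 C, are exposed to compound for 180 s before an EC80 dopamine addition, then read 180 s further.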
# D1 potentiator – Potentiators of Human D1 Dopamine Receptor: qHTS; AID 504651, 2011; D(1A) dopamine receptor (Homo sapiens), P21728; HEK293 TREx D1 cells, calcium flux, dopamine EC20 potentiation; potentiation, % at 10 µM; 0.036% of 360,000 active; in the data active = potentiation above about 30%; note: 0% is about no effect
# D2 antag – HTS Assay for Allosteric Antagonists of the Human D2 Dopamine Receptor: Primary Screen for Antagonists; D(2) dopamine receptor (Homo sapiens), P14416; HEK293 TREx D2 cells, calcium flux, dopamine EC80; inhibition, % at 10 µM; AID 485344, 2010; 2% of 340,000 active; in the data active = inhibition above about 30%; note: 0% is about no effect
#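 In this primary screen, negative modulation is detected by tracking calcium flux after an EC80 dopamine challenge in inducible HEK293 T-REx D2 cells preexposed to test compound for 180 s.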
# RXFP1 antag – qHTS Assay for Antagonists of the Relaxin Receptor RXFP1; activity change, negative = inhibition, % at 57.5 µM; Relaxin receptor 1 (Homo sapiens), Q9HBX9; 0.59% of 350,000 active; HEK293-RXFP1, relaxin-stimulated cAMP HTRF, 30 min; active compounds read low;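 active = activity change of -60% or lower, but not beyond a set lower limit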; note: % is set by controls: 0 for no effect and ±100 for the full control effect
# D2 potentiator – HTS Assay for Positive Allosteric Modulators of the Human D2 Dopamine Receptor: Primary Screen for Potentiators. 0.34% of 340,000 active. AID 485347, 2010. potentiation, % at 10 µM. HEK293 T-REx D2, calcium flux, EC20 dopamine potentiation. D(2) dopamine receptor (Homo sapiens), P14416;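 active = potentiation over 3 SD above the plate norm, cut at about 30% in these data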; note: 0% is about no effect
#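 Potentiation of an EC20 dopamine calcium response is measured in a force-coupled, tetracycline-inducible Hek293 Trex D2 line. Compound-only kinetic reads over 180 s flag agonists before dopamine addition.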
# D1 agonist – Allosteric Agonists of the Human D1 Dopamine Receptor: qHTS. D(1A) dopamine receptor (Homo sapiens), P21728. HEK293 T-REx D1 cells, calcium flux, agonist mode. activation, % at 2 µM. 1% of 360,000 active; note: 0% is about no effect
#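 Tetracycline-induced HEK293 TREx D1 cells, force-coupled to calcium signalling, were dye-loaded with a no-wash calcium kit. Compound was pin-added after a 10 s baseline. Fluorescence was read kinetically at 1 cycle/s for 180 s, with calcium rises flagged as agonism.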
# TRHR agonist – qHTS for Small Molecule Agonists and Allosteric Enhancers of Human TRH Receptor: Primary Screen for Agonists | TRHR cells, calcium flux fluo-8, FDSS agonist mode | activation, % at 2 µM | Thyrotropin-releasing hormone receptor (Homo sapiens), P34981 | 0.18% of 360,000 active; note: 0% is about no effect
#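 Fluo-8-loaded TRHR cells; 10 s baseline, compound added, kinetic Ca2+ fluorescence read 1/s, agonist mode.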
# Active calls of the source: *; . = not tested or not shown; & = joins results of further samples. Cut-off read from the data, not from the text of the source, unless noted: active = activation above about 30%; inactive = the rest.
SMILES,TRHR enhancer,D2 agonist,D1 antagonist,D1 potentiator,D2 antag,RXFP1 antag,D2 potentiator,D1 agonist,TRHR agonist
Cc1ccc(S(=O)(=O)N2CCOCC2)cc1C(=O)Nc1ccc2c(c1)OCCO2,1,0.0,5,-11,8,-5,-7,1,0.5
COc1ccc(Cl)cc1NC(=O)CN(C)C(=O)c1cn(-c2ccccc2)nc1-c1cccnc1,-4,-0.6,2,-4,44*,0,-11,3,0.0
CCN1CCN(CCCNC(=O)CCC(=O)N2CCOc3ccc(Cl)cc32)CC1,1,-0.2,-14,-12,1,-10,-10,5,-0.4
Cc1nc(NC(=O)Nc2ccc(Cl)cc2)sc1C,-10,7.7,17,0,-18,3,-4,2,1.2
CCN(CC)CCOC(=O)c1ccc(NC(=O)c2nn(-c3ccc(C)cc3)c(=O)c3c2c2ccccc2n3C)cc1,-10,0.0,-23,1,.,-12,.,7,-1.4
Cc1ccc(C)c(S(=O)(=O)N2CCCC2CNC(=O)C(=O)NCC2CCCO2)c1 (centres undefined),1,.,2,-3,.,-5,5,0,-0.4
CCCC[C@@H](CNC)NC[C@H](NCCCCC1CCCCC1)C(C)C,-2,-0.1,10,-3,5,.,-5,1,-0.4
O=C(Cn1nnc(-c2ccc(Cl)cc2)n1)NCc1ccc(F)cc1,1,0.3,-5,0,.,.,-6,0,0.9
COc1ccc(N2CCN(S(=O)(=O)CCNC(=O)C34CC5CC(CC(C5)C3)C4)CC2)cc1,-3,-0.5,-2,-6,-3,-16,3,3,-0.1
O=C(Nc1ccc2nc(-c3ccco3)c(-c3ccco3)nc2c1)N1CCCC1,1,.,-8,0,.,.,.,2,0.9
O=C(O)CC(NC(=O)c1ccncc1)c1ccccc1 (centres undefined),4,1.0,14,-2,-10,5,5,2,0.7
Cc1nc(N)sc1C(=O)OCC(C)C,10,1.2,1,0,-7,9,7,2,-0.7
CC(/C=C/c1ccco1)=N/NC(=O)C1COc2ccccc2O1 (centres undefined),3,-0.7,-1,1,3,-13,-10,2,0.0
CCc1ccc(C(=O)OCC(=O)N(CCOC)c2c(N)n(Cc3ccccc3)c(=O)[nH]c2=O)cc1,3,-0.5,-7,10,12,-5,9,1,-0.2
N#CCCn1cc(/C=N/O)c(-c2ccc(-c3ccccc3)cc2)n1,2,0.1,-6,-2,-3,-3,6,2,-1.2
COc1cc(/C=C/C(=O)OCC(=O)Nc2cc(C)c(C)cc2[N+](=O)[O-])ccc1O,4,-0.7,8,-2,22,-2,9,2,0.8
COc1ccc(C(C)=O)cc1COC(=O)Cc1n[nH]c(=O)c2ccccc12,2,0.2,7,-3,33*,16,5,1,-0.2
O=C(Nc1sc2c(c1C(=O)NCc1ccco1)CCCC2)c1ccc2c(c1)OCO2,-11,0.7,-14,-3,-10,-30,-3,1,-0.4
CCOCCOC(=O)COC(=O)c1ccccc1NC(=O)c1ccccc1,6,-0.9,6,0,9,4,23,10,-0.1
CCC(C)(C)NC(=O)C(c1ccc(C)cc1)N(CC1CCCO1)C(=O)CNC(=O)c1cccs1 (centres undefined),-6,-0.2,-15,-8,-13,-3,0,1,-0.1
COc1ccc(N2CCN(C(=O)c3ccc(C)c(NC(=O)C4=C(C)OCCS4)c3)CC2)cc1,-8,-0.4,7,-7,5,11,3,3,-0.9
CC(C(=O)NC1CCCCC1)N(Cc1ccccc1)C(=O)c1snc(C(N)=O)c1N (centres undefined),4,1.3,-13,-2,-1,0,.,0,-0.5
O=C(CN(C(=O)CNC(=O)c1ccco1)c1ccc(F)cc1)NC1CCCCC1,-2,-0.2,-10,4,2,1,6,-2,-0.1
CS(=O)(=O)N1CCCC(C(=O)N2CCOCC2)C1 (centres undefined),0,0.9,-7,2,-6,3,12,-2,0.3
CCOC(=O)c1c(C)sc(Sc2ccc(Cl)cc2[N+](=O)[O-])c1OC,4,0.4,15,8,-1,-7,2,0,0.5
COc1ccccc1Nc1ncc(C(=O)Nc2ccc(OC)c(OC)c2)c2ccccc12,-4&0,0.3&-0.5,-15&-4,-1&-4,-19,.,10&-21,-2&-2,-0.2&-0.9
CCC(C)(C)n1nnnc1C(C(C)C)N1CCN(C)CC1 (centres undefined),1,0.3,4,0,5,2,3,2,0.1
COc1ccccc1C(=O)N(Cc1ccco1)Cc1ccccc1F,-5,0.8,-22,0,.,3,3,-1,-1.5
CCn1c(SCc2ccccc2)nnc1-c1cccs1,-2,-0.3,-11,-3,20,5,-21,2,0.0
CC(C)c1ccc(NC2CCCN(C(=O)c3cccc4nccnc34)C2)cc1 (centres undefined),-1,0.7,6,6,7,14,-14,1,-0.4
COCCNc1c([N+](=O)[O-])c(=O)n(-c2ccccc2)c2ccccc12,2,-1.1,-4,0,18,-13,-3,2,0.2
O=C(Nc1ccccn1)c1cccc(S(=O)(=O)N2CCCc3ccccc32)c1,4,0.1,-7,1,1,-12,18,4,0.5
COc1cc(C(=O)NCC(=O)N/N=C/c2ccccn2)cc(OC)c1OC,35*,0.2,6,1,13,2,-7,-2,0.6
NC(=O)c1cc(S(=O)(=O)NCCCc2ccccc2)cs1,-1,-0.1,-2,-4,6,8,-7,3,-0.2
COc1ccc2c(c1)CCc1c(C(=O)Nc3c(C)nn(Cc4c(Cl)cccc4Cl)c3C)noc1-2,13,-0.4,-24,0,.,-11,5,7,-1.1
O=C(Nc1ccccc1C(=O)N/N=C/c1ccncc1)c1ccccc1,0,1.4,-32*,-11,-12,-4,6,3,0.3
COc1ccc2c(c1)Cc1sc(NC(=O)c3cccc(Cl)c3)nc1-2,2,3.0,15,-5,.,-30,19,1,0.2
CC(C)(C)C(=O)N(Cc1ccc(Cl)cc1)c1cnccn1,13,0.3,2,-6,-5,4,11,8,-0.9
Cc1nnc(SCC(=O)NC(C)(C)C)n1CCc1ccccc1,-1,2.0,6,-10,-10,8,-5,-1,-0.1
COc1ccccc1CNC(=O)c1ccc(CS(=O)(=O)c2c(Cl)cccc2Cl)o1,-5,.,4,-5,.,.,0,15,0.5
Cn1c(=O)[nH]c(=O)c2c1nc(NCCCn1ccnc1)n2Cc1ccccc1,1,.,16,2,.,1,.,-2,0.6
Cc1ccc(/C(N)=N/OC(=O)CN(C)S(=O)(=O)c2ccc(C)cc2)cc1,0,0.9,-28,-6,17,-4,3,21,1.7
CC(=O)Nc1ccc(NS(=O)(=O)c2ccc(C)cc2)cc1[N+](=O)[O-],6,-0.6,-1,-2,-3,-8,0,2,1.0
C[C@H](C(=O)C=[N+]=[N-])N1C(=O)c2ccccc2C1=O,3,-0.3,-12,5,13,.,-7,1,0.8
COc1ccccc1N1CCN(C(=O)c2cnn(-c3ccc(C)c(C)c3)c2C2CCN(C(=O)OC(C)(C)C)CC2)CC1,-7,-3.5,-9,5,.,-4,3,4,-1.1
COc1cccc(C(=O)Nc2nc3nc(-c4ccccc4)cc(=O)n3[nH]2)c1,1,-0.6,1,0,.,-2,-1,0,0.6
O=C(Cn1nc(-c2ccco2)ccc1=O)Nc1ccc(Cl)c(Cl)c1,6,-2.9,3,1,12,-7,.,0,-0.7
CCN(CC(=O)Nc1ccc(OC)cc1)C(=O)CSCc1c(C)noc1C,3,-0.1,-2,.,-56,-3,12,2,0.0
C#CCOCCOCCOCCNc1nc(N2CCN(C(=O)Cn3cc(CCCN=C(N)N)nn3)CC2)nc(N2CCN(C(=O)Cn3cc(CCCN=C(N)N)nn3)CC2)n1,-1,-0.3,2,3,8,.,12,-3,0.0
CCCc1cc(C(=O)Nc2cccc(Cl)c2C)no1,1,-0.6,0,1,5,3,-2,4,-1.3
Cc1onc(-c2c(F)cccc2Cl)c1C(=O)NCCO,8,0.9,-6,1,-31,2,0,3,0.4
CC(=O)N1c2ccc(S(=O)(=O)N3CCC(C(=O)N4CCN(c5ccc(Cl)cc5)CC4)CC3)cc2CC1C (centres undefined),1,0.1,11,1,3,-28,12,1,-0.1
CCN(CCCNC(=O)c1cc2cc3ccc(C)cc3nc2s1)c1ccccc1,1,0.4,-14,-2,.,.,-4,1,0.3
CCC(=O)c1ccc(N2CCN(C(=O)c3ccc(Br)cc3)CC2)c(F)c1,13,-0.7,0,-8,-7,17,-4,10,-0.7
COc1c(C(=O)NNC(=O)c2ccccc2Cl)csc1Br,4,-1.4,7,-1,-6,3,3,2,-0.2
Cc1ccc(NC(=O)CN2C(=O)c3ccccc3Sc3ccc(C(=O)N4CCOCC4)cc32)c(Cl)c1,-3,-0.5,7,-4,.,-3,-8,0,-0.2
O=C(c1cccc(S(=O)(=O)N2CCN(c3ccccc3)CC2)c1)N1CCCC(C(F)(F)F)C1 (centres undefined),-6,-0.3,-23,3,-3,-11,15,7,-1.1
CN1C(=O)NC(c2ccccc2)C2=C1CN(c1cccc(C(F)(F)F)c1)C2=O (centres undefined),17,0.1,7,1,-16,0,-2,-1,0.1
CC(=O)COc1cc(C)cc2oc(=O)c(C)c(C)c12,2,0.2,-17,2,14,-5,-11,1,0.2
COc1ccc(-c2nnn(Cc3nn[nH]n3)n2)cc1OC,-1,-0.7,-9,-2,4,1,21,3,0.2
Nc1ccn(-c2ccc(Cl)cc2)c(=O)c1,10,0.5,-3,1,-1,-7,1,4,-0.4
COc1ccc(S(=O)(=O)N2CCOC2CNC(=O)C(=O)NCc2ccncc2)cc1OC (centres undefined),-1,0.2,-3,0,3,-12,-2,4,0.8

# 5 records picked at random from the list so far:
SMILES,TRHR enhancer,D2 agonist,D1 antagonist,D1 potentiator,D2 antag,RXFP1 antag,D2 potentiator,D1 agonist,TRHR agonist
O=C(Cn1nc(-c2ccco2)ccc1=O)Nc1ccc(Cl)c(Cl)c1,6,-2.9,3,1,12,-7,.,0,-0.7
Cc1ccc(/C(N)=N/OC(=O)CN(C)S(=O)(=O)c2ccc(C)cc2)cc1,0,0.9,-28,-6,17,-4,3,21,1.7
COc1ccc(S(=O)(=O)N2CCOC2CNC(=O)C(=O)NCc2ccncc2)cc1OC (centres undefined),-1,0.2,-3,0,3,-12,-2,4,0.8
C[C@H](C(=O)C=[N+]=[N-])N1C(=O)c2ccccc2C1=O,3,-0.3,-12,5,13,.,-7,1,0.8
CC(=O)COc1cc(C)cc2oc(=O)c(C)c(C)c12,2,0.2,-17,2,14,-5,-11,1,0.2

# Source: PubChem BioAssay
